# V-ATPase pH = regulators of yeast V-ATPase proton pumping, primary screen, pHLuorin cytosolic pH fluorescence. AID 504577, 2011. 350,000 compounds, 0.37% hits. response, % at 10 µM. S. cerevisiae; in the data active means response mostly above about 7.3%, no sharp cut-off; inactive means mostly below about 5.4%; further: actives read high; inactives centre near 0; some compounds called inactive have numbers as strong as hits; reference of the scale not given here
# OPRM1-OPRD1 inv = inverse agonists of MOR-DOR heterodimerization, primary screen, cell-based, luminescence. 340,000 compounds, 0.21% hits. Mu-type opioid receptor (Homo sapiens) + Delta-type opioid receptor (Homo sapiens), …. AID 504357, 2011. cell-based MOR-DOR heterodimer luminescence, inverse agonism. inhibition, % at 9.3 µM; in the data active means inhibition above about 22%, passing the limit was not always enough;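 further: 0% = cells with DMSO and 100% = wells without cells with DMSO; values of inactives mirror those of a sister screen read the other way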
# HTR5A ag ctr = HTR5A agonists in luminescence cell assay, primary screen, counter-screen for OPRM1-OPRD1 heterodimer agonist project, full-deck HTS. cell-based. 5-hydroxytryptamine receptor 5A (Homo sapiens), P47898. activation, % at 9.3 µM. 340,000 compounds, 0.61% hits; in the data active means activation mostly above about 9.5%, no sharp cut-off; inactive means mostly below about 7.6%;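 further: 0% = cells with vehicle only and 100% = reference agonist; strong numbers were not always called active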
# Target sequence (P47898 whole entry, looked up): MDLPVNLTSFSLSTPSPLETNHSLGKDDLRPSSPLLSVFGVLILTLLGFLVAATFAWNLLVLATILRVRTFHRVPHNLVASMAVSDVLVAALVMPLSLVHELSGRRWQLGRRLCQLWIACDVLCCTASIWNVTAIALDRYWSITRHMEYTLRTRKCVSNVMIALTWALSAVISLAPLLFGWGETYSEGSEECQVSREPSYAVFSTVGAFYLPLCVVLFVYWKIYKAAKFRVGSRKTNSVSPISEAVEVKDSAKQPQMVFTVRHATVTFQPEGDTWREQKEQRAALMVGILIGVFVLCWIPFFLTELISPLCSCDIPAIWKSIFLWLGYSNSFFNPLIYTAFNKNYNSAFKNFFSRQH
# HTR5A inv ag = HTR5A inverse agonists in luminescence cell assay, primary screen, counter-screen for OPRM1-OPRD1 heterodimer inverse agonist project, full-deck HTS; HTR5A cell line, inverse agonism; inhibition, % at 9.3 µM; 340,000 compounds, 0.083% hits; in the data active means inhibition mostly above about 23%, no sharp cut-off; inactive means mostly below about 18%;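 further: 0% = cells with DMSO and 100% = no-cell wells with DMSO; some compounds called inactive have numbers as strong as hits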
# Arr AP2 block = inhibitors of beta-arrestin/AP2 binding, primary screen, biochemical, GPCR trafficking, flow cytometry. beta-arrestin 1 C-terminal peptide binding to AP2 beta2-adaptin appendage (human). FITC-arrestin peptide / GST-AP2 beads; AP2 beta2 appendage carries R879A mutation. inhibition, % at 10 µM. 340,000 compounds, 0.31% hits. AID 504490, 2011;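 active means inhibition above a set limit, near 3 SD of compounds lacking own fluorescence, cut at about 54% in these data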;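 further: plate controls were DMSO wells for no effect and 5 µM unlabelled arrestin peptide for full effect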
#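 System: GST-AP2 R879A bound to glutathione beads, E. coli-expressed. Also added: 50 nM FITC-arrestin peptide. Schedule: compound with beads 12 min RT, then probe 1 h RT. Signal: bead flow cytometry, FITC channel. Read-out basis: percent response.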
# PKA-R2B act = activators of PKA-R2B holoenzyme, primary screen, biochemical, fluorescence polarization, Cy5-IP20, human; PKA-R2B holoenzyme dissociation; R2B truncated from residue 108, S112A mutant; 0% DMSO only, 100% 113 µM cGMP; activation, % at 11.4 µM; 340,000 compounds, 0.079% hits; AID 504700, 2011;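 active means activation above a cutoff set at the mean over all compounds plus 3 SD, cut at about 18% in these data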;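 further: higher means more holoenzyme dissociation and a rise in polarization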
# PKA-R1A act = activators of PKA-R1A holoenzyme, primary screen, biochemical, fluorescence polarization, Cy5-IP20, bovine R1A, mouse PKAc; cAMP-dependent protein kinase type I-alpha regulatory subunit (Bos taurus) + …; PKA-R1A dissociation; scaled: DMSO 0%, 113 µM cGMP 100%; activation, % at 11.4 µM; 340,000 compounds, 0.083% hits;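 active means percent activation above the mean of all tested compounds plus 3 SD, cut at about 19% in these data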;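 further: higher means more PKAc released from R1A so a rise in polarization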
# DAGLB inhibitor = DAGLB lipase inhibitors, primary screen, biochemical, fluorescence, HTS. Diacylglycerol lipase-beta (Homo sapiens), Q8NCG7. HEK293T DAGLB membrane lysate, EnzChek fluorogenic substrate. inhibition, % at 5.17 µM. 340,000 compounds, 0.059% hits. AID 504411, 2011; in the data active means inhibition above about 34%;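 further: 0% = enzyme with vehicle and 100% = wells lacking enzyme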
# Target sequence (Q8NCG7 whole entry, looked up): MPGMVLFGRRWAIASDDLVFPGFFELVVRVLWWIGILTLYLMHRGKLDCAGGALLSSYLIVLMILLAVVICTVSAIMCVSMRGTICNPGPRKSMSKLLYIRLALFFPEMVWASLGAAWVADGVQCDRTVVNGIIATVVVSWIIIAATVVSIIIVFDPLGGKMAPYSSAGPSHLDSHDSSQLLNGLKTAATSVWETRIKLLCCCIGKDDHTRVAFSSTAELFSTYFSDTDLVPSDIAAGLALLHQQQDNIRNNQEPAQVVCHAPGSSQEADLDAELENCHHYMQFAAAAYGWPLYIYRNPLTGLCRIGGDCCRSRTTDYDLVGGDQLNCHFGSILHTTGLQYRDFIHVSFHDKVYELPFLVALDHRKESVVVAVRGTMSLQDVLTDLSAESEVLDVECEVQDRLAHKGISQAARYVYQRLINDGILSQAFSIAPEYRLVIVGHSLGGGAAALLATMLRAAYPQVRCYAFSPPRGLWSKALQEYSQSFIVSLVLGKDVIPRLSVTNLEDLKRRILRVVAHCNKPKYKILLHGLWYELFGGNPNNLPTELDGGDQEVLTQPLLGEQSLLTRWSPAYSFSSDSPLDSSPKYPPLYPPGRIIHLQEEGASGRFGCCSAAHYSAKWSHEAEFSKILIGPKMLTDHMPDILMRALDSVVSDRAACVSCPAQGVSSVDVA
# Pemphigus Ab inh = inhibitors of pemphigus antibody binding to DSG3, primary screen, biochemical, bead-based, flow cytometry, scFv-GFP. Desmoglein-3 (Homo sapiens), P32926. DSG3-coupled beads, scFv-anti-DSG3-GFP binding; hits give low values. binding (percent of control), % at 10 µM. 310,000 compounds, 0.48% hits. AID 588358, 2011;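 active means binding more than 3 SD below its plate's average and above zero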;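 further: hits lower antibody fragment binding to DSG3; some compounds called inactive have numbers as strong as hits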
# MOR-DOR ag = agonists of OPRM1-OPRD1 heterodimerization, primary screen, cell-based, luminescence | Mu-type opioid receptor (Homo sapiens) + Delta-type opioid receptor (Homo sapiens), … | cells | activation, % at 9.3 µM | 340,000 compounds, 0.3% hits; in the data active means activation above about 18%;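 further: 0% = vehicle-treated cells and 100% = reference agonist; values of inactives mirror those of a sister screen read the other way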
# An asterisk follows results filed as active; . = no result given.
SMILES,V-ATPase pH,OPRM1-OPRD1 inv,HTR5A ag ctr,HTR5A inv ag,Arr AP2 block,PKA-R2B act,PKA-R1A act,DAGLB inhibitor,Pemphigus Ab inh,MOR-DOR ag
COc1ccc(CNC(=O)[C@H](NC(=O)C2CCN(C(=O)[C@@H](N)CCSC)CC2)C(C)C)cc1,-0.4,8.8,2.2,2.3,-0.1,-15.2,-2.7,-1.4,.,-1.8
CN(C)S(=O)(=O)N1CCN(CC(O)COc2ccc(-c3ccccc3)cc2)CC1 (configuration not stated),-2.9,10.7,1.6,-10.6,43.9,-1.9,-6.1,-3.4,111.7,-2.1
CC(C)Cc1nnc(NC(=O)C2=COCCO2)s1,3.5,11.2,-0.8,2.1,-7.3,-18.8,-3.3,0.4,103.2,-2.9
CCn1cnc2c(cnn2-c2ccccc2)c1=O,-1.6,8.2,0.7,-5.7,4.6,-6.6,3.8,-2.0,116.7,-1.4
O/N=C/CCn1c(=S)sc2ccccc21,1.5,-4.0,2.5,22.6,9.4,8.3,5.5,0.0,104.4,0.7
Cc1ccc(-n2nnnc2SCC(=O)N2CCc3ccccc3C2)c(C)c1,-1.1,-0.7,3.7,-26.5,33.2,6.4,-12.8,-2.3,102.2,0.1
CC(Sc1nc(-c2ccccc2)cc(=O)[nH]1)C(=O)O (configuration not stated),2.0,9.4,-3.0,-12.6,0.1,-9.6,-9.7,-0.9,.,-1.7
N#Cc1c(-c2cccc(F)c2)cc(-c2ccccc2)nc1Br,-0.6,3.3,-1.5,-13.7,-4.6,1.0,-0.1,-2.5,105.6,-0.6
COc1cc(CNCCN2CCOCC2)ccc1OCc1ccc(Cl)cc1,3.8,1.7,-5.4,13.1,-2.0,-11.7,-6.8,3.2,98.6,-0.3
COc1ccccc1CNC(=O)c1cccs1,2.3,0.6,-0.7,1.7,-1.5,-8.2,1.4,-0.1,106.0,-0.1
N#Cc1ccc(COC(=O)c2cccnc2Cl)cc1,2.5,5.1,-5.5,3.6,0.9,1.9,3.8,-2.6,.,-0.8
COc1ccc(/C=N/NC(=O)c2ccccc2O)cc1COc1ccccn1,6.0,2.6,-3.5,-2.0,21.3,-2.2,4.8,-0.9,92.8,-0.5
CC(=O)Oc1ccc(C(=O)[C@H]2[C@H]3C(=O)N(c4ccc5ccccc5c4)C(=O)[C@H]3[C@@H]3C=CC=NN32)cc1,0.8,12.1,-0.4,20.2,8.1,0.3,-0.7,7.2,103.2,-2.3
CCCCN1C(=O)C(CC(=O)NCc2cccs2)CC(C(=O)N(CC)CC)=C1C (configuration not stated),-0.9,.,.,.,.,4.3,-12.4,2.2,.,.
Cc1cc(=O)n(Cc2ccccc2)c2c(C)cccc12,-0.6,15.3,3.2,-12.5,1.0,-5.3,0.3,-8.9,94.8,-2.8
CCCn1c2ccccc2c2nnc(SC(CC)C(=O)Nc3sc4c(c3C#N)CCCC4)nc21 (configuration not stated),-4.0,14.9,8.0,-21.6,23.0,-13.2,-7.3,-5.5,.,-2.4
CCCSc1ccc([C@@H]2[C@@H]3C(=O)N(C)C(=O)[C@@H]3[C@]3(C(=O)OC)CCCCN23)cc1OC,-2.8,-10.9,4.0,-12.0,2.1,-3.6,-11.6,0.4,99.6,2.4
Cc1cc(-c2nnc(SCC(=O)Nc3ccccc3C(F)(F)F)n2N)n[nH]1,-2.6,11.6,-0.7,-6.9,-1.7,-4.6,6.7,0.6,94.2,-2.3
Clc1ccc(SCc2cc(Cl)nc(-c3ccccc3)n2)cc1,1.8,-13.1,1.3,13.6,-0.2,-8.7,-10.0,-22.6,117.7,2.2
Cc1ccccc1NC(=O)Cc1nc(COC(=O)c2ccc(Cl)nc2)cs1,-2.4,18.1,-0.8,2.3,-15.8,-8.4,-3.9,0.3,102.1,-3.5
CCOC(=O)c1sc(NC(=O)/C=C/c2c(F)cccc2Cl)nc1C,8.5,-8.6,3.5,12.2,5.5,-2.9,-13.3,-1.1,.,1.8
COc1cc(CN2CC(=O)N(c3ccc(C)cc3)C2=S)cc(OC)c1OC,-1.5,7.0,6.9,-18.3,-1.5,-10.0,-7.9,0.2,98.5,-1.2
CCn1c(SCC(=O)N/N=C/c2ccc(OC)c(OC)c2)nc2ccccc21,0.9,6.6,1.8,20.7,-1.0,3.9,-8.0,1.0,99.6,-1.2
COc1ccc(CNC(=O)c2ccc3ccccc3n2)cc1OC,0.7,7.0,1.2,-3.4,-8.1,4.0,6.8,-1.2,.,-1.3
CC(C)C(c1nnnn1C1CCCC1)N1CCN(C(=O)c2ccco2)CC1 (configuration not stated),2.0,-9.1,15.6,-40.9,4.2,-1.0,6.7,3.2,109.2,1.5

# Exported bar-delimited: part of the list above.
SMILES | V-ATPase pH | OPRM1-OPRD1 inv | HTR5A ag ctr | HTR5A inv ag | Arr AP2 block | PKA-R2B act | PKA-R1A act | DAGLB inhibitor | Pemphigus Ab inh | MOR-DOR ag
CN(C)S(=O)(=O)N1CCN(CC(O)COc2ccc(-c3ccccc3)cc2)CC1 (configuration not stated) | -2.9 | 10.7 | 1.6 | -10.6 | 43.9 | -1.9 | -6.1 | -3.4 | 111.7 | -2.1
CC(C)Cc1nnc(NC(=O)C2=COCCO2)s1 | 3.5 | 11.2 | -0.8 | 2.1 | -7.3 | -18.8 | -3.3 | 0.4 | 103.2 | -2.9
CCn1cnc2c(cnn2-c2ccccc2)c1=O | -1.6 | 8.2 | 0.7 | -5.7 | 4.6 | -6.6 | 3.8 | -2.0 | 116.7 | -1.4
O/N=C/CCn1c(=S)sc2ccccc21 | 1.5 | -4.0 | 2.5 | 22.6 | 9.4 | 8.3 | 5.5 | 0.0 | 104.4 | 0.7
Cc1ccc(-n2nnnc2SCC(=O)N2CCc3ccccc3C2)c(C)c1 | -1.1 | -0.7 | 3.7 | -26.5 | 33.2 | 6.4 | -12.8 | -2.3 | 102.2 | 0.1
CC(Sc1nc(-c2ccccc2)cc(=O)[nH]1)C(=O)O (configuration not stated) | 2.0 | 9.4 | -3.0 | -12.6 | 0.1 | -9.6 | -9.7 | -0.9 | . | -1.7
N#Cc1c(-c2cccc(F)c2)cc(-c2ccccc2)nc1Br | -0.6 | 3.3 | -1.5 | -13.7 | -4.6 | 1.0 | -0.1 | -2.5 | 105.6 | -0.6
COc1cc(CNCCN2CCOCC2)ccc1OCc1ccc(Cl)cc1 | 3.8 | 1.7 | -5.4 | 13.1 | -2.0 | -11.7 | -6.8 | 3.2 | 98.6 | -0.3

# (next part)
SMILES,V-ATPase pH,OPRM1-OPRD1 inv,HTR5A ag ctr,HTR5A inv ag,Arr AP2 block,PKA-R2B act,PKA-R1A act,DAGLB inhibitor,Pemphigus Ab inh,MOR-DOR ag
CCCn1c(=S)[nH]c2cc(C(=O)N3CCc4ccccc4C3)ccc2c1=O,-4.9,-5.6,4.5,-12.4,-10.4,1.0,1.5,-0.3,92.2,0.8
COc1ccc2nc(NC(=O)C3CC(=O)N(c4ccccc4)C3)sc2c1 (configuration not stated),-2.1,-11.4,4.2,2.6,0.5,3.3,-5.3,1.4,113.5,1.4
CCn1ncc(CN2CCC(C(=O)Nc3cccc(-c4cccc(F)c4)c3)CC2)c1C,-0.5,-0.8,0.4,-1.5,-15.8,-1.4,-9.1,0.9,120.3,0.2
CCOc1ccc(/C(O)=C2/C(=O)C(=O)N(c3cc(C)on3)C2c2ccc(C(=O)OC)cc2)cc1 (configuration not stated),-0.2,2.0,0.9,-0.9,9.7,-13.5,-5.8,4.7,-30.7*,-0.3
CCn1cc(C(=O)O)c(=O)c2cc(Br)ccc21,-7.4,-2.0,-1.2,3.0,-2.4,-1.1,-4.3,0.6,.,0.3
Cc1noc(C)c1S(=O)(=O)N1CCCC(C(=O)Nc2nccs2)C1 (configuration not stated),-0.9,-0.4,0.9,-2.6,1.6,-1.2,13.3,-3.8,103.2,0.1
COc1ccc(/C(C)=N/NC(=O)Cn2nc([N+](=O)[O-])cc2C)cc1,2.3,11.3,3.4,-8.8,-4.4,0.1,-7.1,0.9,.,-2.3
O=c1oc2ccccc2nc1/C=C(O)/C=C\c1ccccc1,-1.2,3.7,0.1,-0.2,26.1,1.9,-12.4,5.1,102.8,-0.8
O=C(Nc1ccc(Cl)cc1)c1cc(-c2cccs2)on1,0.1,17.2,-1.4,7.0,12.9,11.9,-11.1,-8.0,99.7,-3.3
O=C1CN(C(=O)CCCc2c[nH]c3ccccc23)c2ccccc2N1,3.5,-1.3,3.2,13.4,23.5,-10.8,-7.1,1.7,99.5,0.2
Cc1cc(C(=O)CN2c3cccc4cccc(c34)S2(=O)=O)c(C)n1C,3.4,1.2,0.4,-0.9,-7.3,1.8,-7.7,-0.5,.,-0.3
Cc1cc(O)c(C2(C(F)(F)F)NCCNC2=O)cc1C (configuration not stated),-1.6,8.0,-3.4,-9.3,-1.9,2.4,-7.6,1.2,98.6,-1.6
Cc1ccc(C(=O)CC2C(=O)N(c3ccccc3)C(=S)N2c2ccccc2)cc1 (configuration not stated),-0.9,-5.9,-2.3,-28.9,3.8,0.8,14.9,-6.7,126.0,1.1
Cc1cc(C)c(NC(=O)COC(=O)COc2ccc3c(C)cc(=O)oc3c2)c(Cl)c1,2.2,2.5,3.6,-10.0,1.7,0.0,-6.3,-0.2,.,-0.6
CCCCCCOC(=O)CC1CC(C(C)=O)C1(C)C (configuration not stated),1.5,4.8,1.0,-3.8,36.1,0.5,-8.2,-2.6,94.0,-1.0
Cc1cc(C)c2c(=O)n(CC(=O)Nc3ccc(Br)c(C)c3)sc2n1,-2.0,3.2,0.6,14.9,27.6,-2.6,-3.2,-3.0,88.9,-0.6
CCN(C(=O)Cn1nc(C)c([N+](=O)[O-])c1C)C1CCS(=O)(=O)C1 (configuration not stated),2.8,4.7,2.8,-7.3,1.3,-2.8,-3.6,-2.1,100.7,-0.7
